Screening results as filed in PubChem.
APJ antagonist: APJ receptor antagonism | P35414 | CHO-K1 APJ beta-arrestin complementation, luminescence | inhibition, % at 20 µM | hit rate 0.32% among 330,000 | AID 2521;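 active means inhibition above about 40% at 20 µM, limit read from the data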;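 further: cells challenged with 10 nM apelin-13 agonist together with compound; plate controls were apelin-13 plus DMSO wells for no effect and DMSO wells lacking apelin-13 for full effect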
Target sequence (P35414 whole entry, looked up): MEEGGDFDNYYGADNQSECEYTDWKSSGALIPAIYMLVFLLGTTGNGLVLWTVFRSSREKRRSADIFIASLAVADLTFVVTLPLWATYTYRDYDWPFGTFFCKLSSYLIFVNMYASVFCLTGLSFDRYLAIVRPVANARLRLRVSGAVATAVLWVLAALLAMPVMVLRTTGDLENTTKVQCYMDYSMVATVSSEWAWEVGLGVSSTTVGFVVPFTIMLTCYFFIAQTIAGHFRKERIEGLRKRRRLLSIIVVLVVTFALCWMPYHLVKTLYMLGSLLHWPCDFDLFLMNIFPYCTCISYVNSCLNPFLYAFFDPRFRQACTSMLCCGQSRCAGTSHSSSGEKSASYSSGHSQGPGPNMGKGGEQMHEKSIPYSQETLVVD
TIM10 inh: inhibits growth of TIM10 yeast strain | hit rate 1.4% among 330,000 | S. cerevisiae TIM10 strain growth, BacTiter-Glo luminescence, 24 h | inhibition, % at 10 µM;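 active means inhibition of 40% or more at the single tested concentration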;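 further: wild-type TIM10 isogenic control strain grown at permissive 25 °C; 0% = DMSO yeast wells and 100% = minimal medium wells without yeast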
MIN6 prolif: inducers of beta-cell replication in MIN6 cells; MIN6 cells proliferation, ATPlite luminescence, 48 h; cells starved in 0.2% serum; 100% = growth in 10% serum; proliferation, % at 10 µM; hit rate 0.29% among 330,000;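 active means compounds whose signal lies at least 3.5 SD above the mean of all wells on their plate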;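 further: 0% = DMSO-treated cells in low-serum medium and 100% = 10% serum control; some compounds called inactive have numbers as strong as hits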
tim10-1 inh: inhibits growth of tim10-1 mutant yeast. S. cerevisiae tim10-1 ts strain growth, BacTiter-Glo, 24 h. inhibition, % at 20 µM. hit rate 2.2% among 330,000. AID 463190;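 active means inhibition of at least 40%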;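 further: mutant grown at 25 °C; 0% = DMSO wells with yeast and 100% = wells holding no yeast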
NR3A LBD binder: modulates the human NR3A ligand-binding domain | AID 1259313 | NR3A LBD differential scanning fluorimetry, Tm shift; 0% = protein alone, 100% = glycine-bound protein | Tm shift relative to glycine control, % at 25 µM | hit rate 2.5% among 340,000;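 active means melting temperature shift of at least 10% of the positive control shift, at one fixed dose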
MPTP inh: blocks calcium-induced mitochondrial swelling. inhibition, % at 10 µM. isolated mouse mitochondria, Ca2+ swelling absorbance, 30 min. AID 602449. hit rate 1.4% among 360,000;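 active means inhibition of 50% or more, scaled per plate between neutral and stimulator controls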;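 further: 0% = DMSO wells given calcium and 100% = 1 mM EGTA wells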
tim23-1 inh: inhibits growth of tim23-1 mutant yeast; S. cerevisiae tim23-1 growth, BacTiter-Glo luminescence, 24 h; inhibition, % at 20 µM; hit rate 1.3% among 330,000;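 active means growth inhibition of the mutant yeast at or above 50%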;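 further: temperature-sensitive mutant grown at 25 °C; plate controls were DMSO-treated mutant yeast for no effect and medium wells lacking yeast for full effect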
NLRP3 yeast inh: NALP3 inhibition in yeast; inhibition, % at 10 µM; Yeast reconstituted NLRP3/ASC/caspase-1, beta-gal luminescence, 24 h; hit rate 0.39% among 330,000;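 active means inhibition of 50% or more; inactive means inhibition below 50%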;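 further: plate controls were induced DMSO wells for no effect and uninduced yeast grown without galactose for full effect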
APJ ag: activates the human apelin receptor APJ | P35414 | CHO-K1 APJ PathHunter beta-arrestin, luminescence; 0% DMSO wells, 100% apelin | activation, % at 20 µM | hit rate 0.11% among 330,000 | AID 2520;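 active means activation more than six SD over the plate average, tested at 20 µM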;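 further: 0% = DMSO alone and 100% = apelin-13 at 10 nM; some results filed as inactive read as strong as hits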
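Material: engineered CHO-K1 APJ arrestin reporter cells; amount: 1000 CHO-K1 reporter cells seeded per well; incubation: compound stimulation 90 min at 25 °C, detection 60 min; signal: luminescent beta-gal fragment complementation, chemiluminescent substrate; read-out basis: APJ agonist activity; controls: DMSO-only wells as negative, 10 nM Apelin-13 as positive control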
Starred values were filed as active, the others as inactive; nt = no result given.

SMILES	APJ antagonist	TIM10 inh	MIN6 prolif	tim10-1 inh	NR3A LBD binder	MPTP inh	tim23-1 inh	NLRP3 yeast inh	APJ ag
CC1CCN(c2ccc(C(=O)O)cc2N)CC1	1	-5	1	9	0	0.8	14	22	3
C=CCn1c(SCC(=O)c2cc(C)n(Cc3cccs3)c2C)nnc1-c1ccncc1	22	30	-1	24	2	-0.6	15	20	2
CCN1CCN(c2nc3c(C)cccn3c(=O)c2/C=C(\C#N)C(=O)NCCCOC)CC1	15	-6	0	3	0	-1.0	-10	11	-2
CCCn1nc(C(=O)NCc2ccc3c(c2)OCO3)c2ccccc2c1=O	1	-15	1	-21	-2	-2.8	14	13	0
COc1ccc(CC(=O)NNC(=O)CN(C)S(=O)(=O)c2ccc(Cl)cc2)cc1OC	-17	10	-2	0	-2	1.8	7	6	-1
O=C1CC2(CCN(C(=O)COc3ccc(Cl)cc3)CC2)Oc2ccccc21	-6	1	1	18	nt	-0.4	24	18	0
CCc1cc2c(=O)c(-c3nc4ccccc4n3C)c(C)oc2cc1OC(C)=O	6	3	-2	21	0	2.3	23	-5	-4
Fc1ccccc1N1CCN(c2nnnn2-c2ccccc2)CC1	-10	19	2	16	-1	-1.1	34	-8	-1
Cc1cc(N2CC(C(=O)NCc3cccnc3)CC2=O)ccc1C(C)C (stereo unspecified)	-11	-16	-1	8	-1	0.2	-4	5	0
NC(=S)N/N=C1\CC(n2nnnc2-c2ccccc2)C2COC1O2 (stereo unspecified)	3	-11	-2	5	1	0.9	-4	7	-2
CSc1ccc(Cl)c(C(=O)Nc2ccc(N3CCOCC3)cc2)c1	16	3	-2	0	1	0.9	-2	10	-2
CN(CC(=O)Nc1cccc(F)c1)C(=O)c1cc(S(=O)(=O)N(C)C)ccc1N1CCCC1	-3	-7	0	-26	0	0.4	-5	15	-6
CN(c1ccccc1)S(=O)(=O)c1ccc(C(=O)NCc2ccccn2)cc1	11	9	1	17	1	-0.5	7	10	-7
CCc1c(C(=O)NNC(=S)NCC(C)C)csc1C	20	13	0	18	-3	-2.3	11	-4	-5
CC(=O)Nc1ccc(NC(=O)CSc2ccc(-c3ccc4c(c3)OCO4)nn2)cc1	-4	4	0	11	-16	-1.9	-2	9	-2
Cc1nc(NCc2ccccc2)c(C(N)=O)c2c1COC(C)(C)C2	-10	-9	0	0	-3	-1.3	-4	13	-2
CCN(CC)C(=O)c1ccccc1NS(=O)(=O)c1cccs1	3	4	3	7	-5	0.6	6	18	-2
CSCCC(=O)N1CC[C@@H](N2CCN(c3ccccc3F)CC2)[C@H](O)C1	3	-3	-2	-6	-3	-1.5	18	7	2
CC(=O)Nc1ccc(S(=O)(=O)N(CCO)Cc2ccccc2)cc1	-3	-21	3	-2	1	0.1	5	-5	-6
O=C(Nc1ccccc1)Nc1ccc(C(F)(F)F)cn1	7	18	2	26	2	22	5	19	2
COc1ccc(Br)cc1/C=N/NC(=O)C[n+]1ccccc1	6	-12	1	7	0	0.4	14	22	0
CCc1ccccc1NC(=O)C(Cc1cccc(OC)c1OC)c1nn[nH]n1 (stereo unspecified)	-5	18	-3	-5	1	1.8	8	-4	0
CCc1ccc(OCCCC(=O)Nc2nccs2)cc1	4	-12	-1	15	-2	-0.8	-14	30	-3
CC(=O)Nc1ccc(NC(=O)c2ccccc2Nc2ccccc2)cc1	11	16	0	13	4	2.3	4	34	0
Cc1cc(C)cc(NC(=O)C(C)N2C(=O)c3ccccc3C2=O)c1 (stereo unspecified)	-1	-2	4	4	-1	2.4	12	12	-3
Cc1cc(C)nc(NS(=O)(=O)c2ccc(NC(=O)COc3ccccc3)cc2)n1	-13	-5	2	8	0	-0.8	13	-10	0
O=C(NCc1ccccn1)C(=O)NCC1OCCCN1S(=O)(=O)c1ccc(F)cc1 (stereo unspecified)	-18	-6	-1	-17	2	-0.5	-2	5	-1
CCOC(=O)C1=C(C)N(C[C@@H]2CC[C@@H](Cc3ccc(-c4ccccc4)cc3)O2)C(=O)NC1c1cccc2ccccc12 (stereo partly specified)	nt	5	nt	16	1	0.4	36	nt	nt
O=C(CCc1nc2ccccc2c(=O)[nH]1)Nc1nnc(SCc2ccc(Cl)cc2)s1	25	-9	-4	-1	-3	-0.2	3	26	4
CC(C)Cn1c(=S)[nH]c2cc(C(=O)O)ccc2c1=O	14	-9	-4	-1	0	1.9	8	10	-5

Whole records as entered above. Order of values: APJ antagonist	TIM10 inh	MIN6 prolif	tim10-1 inh	NR3A LBD binder	MPTP inh	tim23-1 inh	NLRP3 yeast inh	APJ ag
O=C(Nc1ccccc1)Nc1ccc(C(F)(F)F)cn1 is listed with 7	18	2	26	2	22	5	19	2
Cc1cc(C)nc(NS(=O)(=O)c2ccc(NC(=O)COc3ccccc3)cc2)n1 is listed with -13	-5	2	8	0	-0.8	13	-10	0

Additional entries.
SMILES	APJ antagonist	TIM10 inh	MIN6 prolif	tim10-1 inh	NR3A LBD binder	MPTP inh	tim23-1 inh	NLRP3 yeast inh	APJ ag
Cc1ccccc1NC(=O)CNC(=O)Cc1cccc2ccccc12	17	-10	-3	6	-3	-0.3	8	24	-1
O=S(=O)(c1ccc(F)c(F)c1)N1CCCc2ccccc21	14	7	2	-6	3	-1.1	26	7	-5
CC(C)(C)NS(=O)(=O)c1ccc(NS(C)(=O)=O)cc1	11	-2	1	4	-1	-1.5	5	-1	-5
COC(=O)CN1C(=O)[C@H]2[C@@H](c3ccc(C)o3)N3C(=O)CN(CCO)C(=O)[C@@]3(Cc3ccccc3)[C@H]2C1=O	12	-6	0	-14	4	1.8	-12	1	0
Cc1ccccc1OCC(=O)NNC(=O)c1ccc2c(=O)n3c(nc2c1)CCC3	6	-4	0	3	-2	2.0	9	17	-1
CCOC(=O)Cc1csc(NC(=O)CSc2nnc(C(C)C)n2C)n1	-3	-18	0	4	-1	1.0	-5	-8	-6
O=C(NCCC1CCCCN1S(=O)(=O)c1cccs1)C(=O)Nc1ccccc1 (stereo unspecified)	9	10	-1	21	1	0.4	33	10	1
COc1ccc(NC(=O)C(C)N2C(=O)c3ccccc3C2=O)c(OC)c1 (stereo unspecified)	-15	-6	0	-18	0	0.6	2	16	-3
COc1ccccc1C(=O)NCCC(=O)NCC(C)(C)N1CCOCC1	26	-2	-3	5	-1	-1.0	0	6	3
COc1cc(/C=C/C(=O)O)cc(S(=O)(=O)Nc2cc(C(F)(F)F)ccc2N2CCOCC2)c1OC	-10	10	-1	1	3	-0.7	14	-15	0
CC(=O)Nc1nnc(SCC(=O)NCC2CCCO2)s1 (stereo unspecified)	-5	-7	-3	-21	0	-0.5	-15	-3	-1
COc1ccc(CNC(=O)CSc2n[nH]c(C)c2[N+](=O)[O-])cc1	0	-18	0	10	-1	-0.7	8	5	-1
O=C(COc1ccccc1[N+](=O)[O-])Nc1ccc2c(c1)CCC2	1	0	-5	5	-8	-2.7	14	20	-5
COc1ccc(S(=O)(=O)N2CCOCC2)cc1NC(=O)CSc1nnc(C2CC2)n1C1CC1	11	2	-2	-6	1	-2.2	-10	9	2
Cc1cc(C)cc(N2CC(C(=O)NC3CCCCC3)CC2=O)c1 (stereo unspecified)	-17	-18	-3	8	0	-1.4	9	16	-3
CSc1nc2nc(C)c(CCC(=O)OCC(=O)Nc3ccc(F)cc3)c(C)n2n1	15	-5	8	-1	1	0.1	10	13	-2
O=C(Nc1ccc(S(=O)(=O)N2CCc3ccccc3C2)cc1)c1ccccc1	0	16	-1	13	3	-1.3	6	-4	-2
COc1cc2c(cc1OC)C(C)N(C(=O)c1cc3c(s1)-c1ccccc1OC3)CC2 (stereo unspecified)	8	26	-5	39	-6	-0.9	45	17	1
CN(C)CCNC(=O)c1[nH]nc2c1CCc1ccccc1-2	15	4	1	-11	-3	-1.4	2	4	-1
CCCNc1c(NS(=O)(=O)c2ccc(Br)cc2)c(=O)oc2ccccc12	-1	18	1	9	0	-0.9	12	7	-3
Cc1ccc(S(=O)(=O)NCCC(=O)Nc2cc(F)ccc2C)cc1C	14	1	0	-23	1	0.4	13	11	1
CC1CC(=O)N(c2ccc(Br)cc2)C(=O)C1	2	-7	0	-10	2	-1.3	-19	14	1
COC(=O)c1c(NC(=O)C2CCCO2)sc2c1CCC2 (stereo unspecified)	5	7	-1	16	2	2.2	22	34	-2
CC(C)c1nnc(NC(=O)CSc2nnc(-c3ccco3)o2)s1	-5	15	-3	16	-1	-1.0	-8	4	-1
Cc1ccc(NCc2nnc(SCC(=O)N(Cc3ccccc3)C(C)(C)C)o2)c(C)c1	-28	41*	-5	34	4	-0.8	29	5	3
Cc1cc(C)cc(NC(=O)C(=O)NCc2ccccn2)c1	-2	8	2	7	-4	-2.8	3	8	-2
COc1cccc2cc(C(=O)NCc3ccccn3)c(=O)oc12	12	-2	-3	29	-2	4.7	9	-15	0
CCCn1c(CC)nc([N+](=O)[O-])c1Sc1ccc(F)cc1	-1	31	-1	28	-1	3.5	42	3	-2
Cc1csc(NC(=O)CSC2=NCCS2)n1	-2	7	-1	18	-1	-0.3	7	22	1
O=C(NN=C1CCCC1)c1sc2ccccc2c1Cl	-8	20	0	-8	-1	-1.4	26	10	-1
CC(C)(CSc1ccccn1)NS(=O)(=O)c1ccc(Cl)cc1	4	34	0	20	0	2.2	20	24	-4
CC(C)C(=O)Nc1ccc(-c2nc3ccccc3c(=O)o2)cc1	21	38	-4	56*	-4	-1.9	37	2	-3
COc1ccc(C(CC(=O)Nc2ccc(F)cc2)c2ccccc2)cc1 (stereo unspecified)	-16	23	-4	18	-5	0.1	30	6	-3
CCN(CC)c1ccc(C(=S)N2CCN(c3ccccc3)CC2)cc1	6	17	-4	30	1	-0.1	43	26	-6
Cc1ccc(N2CC(C(=O)NCc3ccc4c(c3)OCO4)CC2=O)cc1C (stereo unspecified)	10	4	0	20	1	3.6	6	0	-4
COCc1cc(C)[nH]c(=O)c1C(=O)NC12CC3CC(CC(C3)C1)C2	-6	-25	-4	-19	-4	1.6	6	4	-2
Cc1ccccc1NC(=O)CSc1nnc(CNC(=O)c2ccco2)n1C	9	-9	-4	14	2	-1.4	-5	4	3
Cc1ccc(S(=O)(=O)NCC(C)n2nc(C)nc2C)cc1 (stereo unspecified)	14	5	5	-7	0	1.1	-3	14	0
CCC(=O)c1ccc(OCC(O)CN2C(=O)NC(C)(C)C2=O)cc1 (stereo unspecified)	-11	-5	-4	-21	-1	-0.3	-11	-4	-6
Cc1cc(C)cc(NC(=O)C(OC(=O)c2cccs2)c2ccccc2)c1 (stereo unspecified)	-12	1	-3	25	-7	-9.6	8	26	-1
CCN1CCN(CCNC(=O)c2ccc(CS(=O)c3ccc(Cl)cc3)o2)CC1 (stereo unspecified)	12	-2	0	13	1	-0.5	11	7	2
C[C@@H]1CN(C(=O)c2nc3ccc(Cl)cn3c2CN2CCc3sccc3C2)C[C@H](C)O1	-5	14	3	16	0	0.2	28	21	-3
CC(=O)c1ccc(N2CCN(C(=S)Nc3ccccc3F)CC2)cc1	7	8	2	11	-1	1.6	15	5	-2
Cc1nc(-c2ccc(C(=O)Nc3ccccc3F)cc2)cs1	8	31	-5	32	-4	3.4	18	17	-2

In another format: results already given.
Each structure is followed by: APJ antagonist | TIM10 inh | MIN6 prolif | tim10-1 inh | NR3A LBD binder | MPTP inh | tim23-1 inh | NLRP3 yeast inh | APJ ag
Cc1ccc(N2CC(C(=O)NCc3ccc4c(c3)OCO4)CC2=O)cc1C (stereo unspecified)
 : 10 | 4 | 0 | 20 | 1 | 3.6 | 6 | 0 | -4
COCc1cc(C)[nH]c(=O)c1C(=O)NC12CC3CC(CC(C3)C1)C2
 : -6 | -25 | -4 | -19 | -4 | 1.6 | 6 | 4 | -2
Cc1ccccc1NC(=O)CSc1nnc(CNC(=O)c2ccco2)n1C
 : 9 | -9 | -4 | 14 | 2 | -1.4 | -5 | 4 | 3
